MPTP block = permeability transition pore inhibition | isolated mouse mitochondria, Ca2+ swelling absorbance, 30 min | inhibition, % at 10 µM | 360,000 compounds, 1.4% hits | AID 602449;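 active means inhibition of 50% or more, scaled per plate between neutral and stimulator controls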;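 further: 0% = DMSO wells given calcium and 100% = 1 mM EGTA wells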
Numbers without * were called inactive. The list is partial; the hit share may differ from the screen's.

MPTP block	mol
-0.4	Cc1noc(C)c1-c1ccc(C(=O)NCc2ccc(Cl)cc2)c2occc12
-0.7	C[C@@H]1CCCCO[C@@H](CN(C)C(=O)C2CCCCC2)[C@@H](C)CN([C@H](C)CO)C(=O)c2cc(NC(=O)NC3CCCCC3)ccc2O1
-0.4	COc1ccccc1-c1cccc(-c2nc(C(=O)Nc3nccs3)cc3c2[C@@H](CCO)N(C(C)=O)C3)c1
1.2	CN(C)C(=O)c1cccc(-c2cnc3sc(NCc4ccc5c(c4)OCO5)nn23)c1
-0.6	Cc1ccc(-c2cnc(C(O)c3cccc(C)c3C)[nH]2)cc1 (stereo unspecified)
0.1	O=C(Nc1ccc2c(c1)OCO2)c1cc(C2CCCN(C(=O)CCCc3ccccc3)C2)on1 (stereo unspecified)
0.5	CC(CNC(=O)CC[C@H]1O[C@@H](n2cnc3c(NC(=O)c4ccccc4)ncnc32)[C@H](O)[C@@H]1O)c1ccccc1 (stereo partly specified)
1.0	Cc1c(C(=O)NCc2cccc(C(F)(F)F)c2)sc(=O)n1Cc1cccc(F)c1
-0.5	Cc1ccc(S(=O)(=O)N2CCC(=O)N([C@H](CO)Cc3ccccc3)CC2)cc1
1.0	CCOC(=O)C1=CCC(c2ccc(N(CC)CC)cc2)N(S(=O)(=O)c2ccc(C)cc2)C1c1ccc([N+](=O)[O-])cc1 (stereo unspecified)
0.0	CSc1ccc(Cn2c(C)c(C(=O)NCc3cccc(Cl)c3)sc2=O)cc1
0.3	CS(=O)(=O)N1CCCCC1c1cc(C(=O)NCc2ccccc2)no1 (stereo unspecified)
0.0	COC(=O)C[C@H]1C=C[C@H](NC(=O)C2CCOCC2)[C@@H](CO)O1
-0.1	Cc1ccccc1CNC(=O)c1ccc2sc([C@H]3C[C@H](O)[C@@H](CO)O3)nc2c1
-1.6	Cc1nn(-c2ccccc2)c(C)c1NC(=O)COc1ccccc1C#N
-0.4	O=C(Nc1ccc(F)cc1)Nc1nnc([C@H]2C[C@H](O)[C@@H](CO)O2)s1
1.1	O=C(CCn1c(=O)c2cccn2c2cccnc21)NCCCN1CCN(c2ccc(F)cc2)CC1
-1.3	COc1ccc(CN(C)C[C@@H]2OCc3cnnn3CCCC(=O)N([C@@H](C)CO)C[C@H]2C)cc1
-1.5	CSc1ncccc1C(=O)N1CCC1(C)C(=O)NC(C)C (stereo unspecified)
-1.8	CCOC(=O)C1=NOC2(C1)C(=O)Nc1c(Cl)cccc12 (stereo unspecified)
1.9	COc1ccc(CN2C(=O)C(CC(=O)NC3CC3)CC(C(=O)N(C)C)=C2C)cc1 (stereo unspecified)
78*	CCCCc1c(-c2ccccc2OC)ncn1Cc1ccc(-c2ccccc2)cc1
-0.7	CCCCNC(=O)C1(C)CCC(=O)N1CCOc1ccccc1 (stereo unspecified)
-0.6	CCOc1ccccc1-c1ccc2nccn2c1
97*	CCc1ccc(S(=O)(=O)NCc2ccc(C(=O)NCCN(Cc3ccccc3)C(C)C)cc2)cc1

The final 6 entries of the section before lead into the next:
MPTP block	mol
-1.8	CCOC(=O)C1=NOC2(C1)C(=O)Nc1c(Cl)cccc12 (stereo unspecified)
1.9	COc1ccc(CN2C(=O)C(CC(=O)NC3CC3)CC(C(=O)N(C)C)=C2C)cc1 (stereo unspecified)
78*	CCCCc1c(-c2ccccc2OC)ncn1Cc1ccc(-c2ccccc2)cc1
-0.7	CCCCNC(=O)C1(C)CCC(=O)N1CCOc1ccccc1 (stereo unspecified)
-0.6	CCOc1ccccc1-c1ccc2nccn2c1
97*	CCc1ccc(S(=O)(=O)NCc2ccc(C(=O)NCCN(Cc3ccccc3)C(C)C)cc2)cc1
1.4	CC1(C(=O)Nc2cccc3c2CCCC3)CCN1C(=O)C1(c2ccc(Cl)cc2)CC1 (stereo unspecified)
-1.3	CCOC(=O)[C@]12CCC=C1N(Cc1ccccc1)C(=O)[C@H](CC(=O)NCc1ccc(C)o1)C2
2.1	COc1cccc(-c2cccc(-c3nc(C(=O)NCc4ccc5c(c4)OCO5)cc4c3[C@H](CCO)N(S(=O)C(C)(C)C)C4)c2)c1 (stereo partly specified)
1.3	Fc1ccc(Nc2cncc(-c3ccsc3)c2)cc1Cl
-2.9	NC(c1csc(Nc2cc(NCCCO)ncn2)n1)c1ccccc1Cl (stereo unspecified)
-0.5	Cc1nc(C(F)(F)F)ccc1C(=O)N1CCC1(C)C(=O)NCc1cccs1 (stereo unspecified)
5.7	COc1ccccc1CNc1nc(Nc2cccc(-c3cnco3)c2)c2sccc2n1
-0.8	C[N+](C)(C)CCNC(=O)c1ccccc1
-1.5	COc1ccc(C(C)=O)cc1Cn1c(C)c(C(=O)NCc2ccc(C(C)C)cc2)sc1=O
2.7	Cc1nc(-[n+]2nc(-c3ccncc3)nn2-c2ccccc2)sc1C
0.1	Cc1noc(C)c1NC(=O)N(C)C[C@H]1OCc2cnnn2CCCC(=O)N([C@H](C)CO)C[C@@H]1C
-0.2	CCCCn1nnnc1C(c1ccccc1)N1CCN(c2ccccc2OC)CC1 (stereo unspecified)
0.5	CCOC(=O)C1=CCN(S(=O)(=O)c2ccc(C)cc2)C1c1cccc(Cl)c1 (stereo unspecified)
1.3	COCCCNC(=O)C[C@@H]1C[C@@]2(C(=O)OC)CC(C)(C)CC=C2N(Cc2ccco2)C1=O
1.1	O=c1nc(Oc2ccccc2)nc2ncccn12
0.4	COc1cc(C(=O)OCC(=O)Nc2ccccc2)cc2c1OCCO2
-0.6	CCCCCCN1C[C@@H](n2cc(C3CC3)nn2)[C@H](O)C[C@@H]1c1ccc(C)cc1
0.7	Cc1ccc(CC(=O)Nc2cccc(C(=O)Nc3c(C)n(C)n(-c4ccccc4)c3=O)c2)cc1C
-3.6	COC(=O)[C@@]1(Cc2ccc(F)cc2)[C@H]2c3cc(C(=O)N(C)C)n(CCc4c[nH]c5ccc(OC)cc45)c3C[C@H]2CN1C(=O)c1ccccc1
0.1	CCCC(=O)N1CCCC1(C)C(=O)NCc1c(F)ccc(C)c1F (stereo unspecified)
-2.3	COc1cc(C(O)c2nc(-c3cccc(C(=O)O)c3)cs2)ccc1F (stereo unspecified)
2.6	C#CCN(C[C@H]1[C@H](OC(=O)NCc2ccccc2F)[C@H](OC(=O)NCc2ccccc2F)C[C@H]2C(=O)N(c3ccccc3)C(=O)[C@@H]12)S(=O)(=O)c1ccc(C)cc1
-0.3	COC1=CC(C)C2CC3OC(=O)CC4C(C)=C(OC)C(=O)C(C2(C)C1=O)C34C (stereo unspecified)
-0.1	CC(C)NC(=O)C1CC(=O)N(CCc2ccc(F)cc2)C1 (stereo unspecified)
-1.2	CC(C)CC1C(=O)N(Cc2cn(Cc3ccco3)nn2)CCS(=O)(=O)N1Cc1ccc(-c2ccccc2)cc1 (stereo unspecified)
1.8	CCN(CC)C(=O)C1=C(C)N(Cc2ccc(OC)cc2)C(=O)C(CC(=O)NCc2ccco2)C1 (stereo unspecified)
0.0	C[C@H](CO)N1C[C@H](C)[C@H](CN(C)S(=O)(=O)c2ccc(F)cc2)Oc2ncc(Br)cc2C1=O
-0.5	CCOC(=O)N1CCN(C(=O)C[C@@H]2C[C@@]3(C(=O)OCC)CCCC=C3N(CCc3ccc(OC)c(OC)c3)C2=O)CC1
3.5	Cc1ccc(Nc2nc(NCc3ccccc3)nc3ccsc23)c(C)c1
1.8	CNc1ncnc2c1ncn2[C@H]1CN(Cc2cccnc2)C[C@@H](CO)O1
-1.4	CN1CCN(c2nc3cc(N4CCOCC4)ccc3s2)CC1
0.1	Cc1cc(C)cc(CC(=O)N2CCC2(C)C(=O)NS(=O)(=O)c2ccccc2Cl)c1 (stereo unspecified)
2.3	CCn1cc(CN2CCC(C(=O)Nc3ccc(Oc4ccccc4F)cc3)CC2)cn1
-0.3	NC(CCc1ccccc1)c1csc(Nc2cnccn2)n1 (stereo unspecified)
-1.7	COc1ccc(CCNC(=O)CSc2nc3ccsc3c(=O)n2Cc2ccccn2)cc1OC
-0.1	C=C[C@]1(C)C=C2C(=O)[C@@]3(O)OC(=O)[C@@]4(CCCC(C)(C)[C@H]34)[C@@]2(O)CC1
1.1	COc1ccc([N+](=O)[O-])cc1N(CC(O)CN1C(=O)NC(C)(C)C1=O)S(=O)(=O)c1ccc(C)cc1 (stereo unspecified)
1.3	CC1NS(=O)(=O)c2cc([N+](=O)[O-])ccc21 (stereo unspecified)
-1.7	COc1ccc(NC(=O)c2cc(-c3cc(F)ccc3OC)n[nH]2)cc1OC
-0.1	COCCNC(=O)c1cc2c(c(-c3cccc(C#Cc4ccc(OC)c(OC)c4)c3)n1)[C@@H](CCO)N(S(=O)C(C)(C)C)C2 (stereo partly specified)
-0.8	CCCCN1C(=O)C(CC(=O)NC2CCCCC2)CC(C(=O)N2CCOCC2)=C1C (stereo unspecified)
-1.8	C=CCOc1cccn2c(N(C)C(=O)c3ccc(OC)cc3)c(CC)nc12
2.3	O=C(O)c1ccccc1-c1ccccc1C(=O)Nc1ccc2c(c1)oc(=O)c1ccccc12
0.0	CC(C)C(=O)N1CCC1(C)C(=O)Nc1ccccc1OC(F)F (stereo unspecified)
0.6	O=c1[nH]c2cc3ccccc3cc2nc1-c1nnnn1Cc1ccccc1
-0.4	COCCNc1nc(Nc2ccc(F)cc2)c2sccc2n1
-2.4	CC1(C(=O)Nc2ccc(Cl)c(C(F)(F)F)c2)Cc2c(-c3cccc(C(N)=O)c3)ccnc2O1 (stereo unspecified)
-0.2	CC1(C(=O)NS(=O)(=O)c2ccc(Cl)cc2)CCN1C(=O)c1cccc(F)c1 (stereo unspecified)
0.4	C#CCOc1ccc(CNC[C@H]2O[C@@H](n3ccc(N)nc3=O)[C@H](O)[C@@H]2O)cc1
-0.2	O=C(O)c1cc2ccc(O)cc2oc1=O

(more compounds)
MPTP block	mol
6.9	CCCCCCN1CCN(C2CN(CCCC)S(=O)(=O)C2)CC1 (stereo unspecified)
-1.9	CN1OC[C@@H]2CN[C@H](c3ccc(-c4cccc(F)c4)cc3)C[C@@H]21
0.5	COCCn1c(SCC(=O)N2CCCC2=O)nnc1-c1ccncc1
0.6	CC1(C(=O)NS(=O)(=O)c2cccc(Cl)c2)CCN1C(=O)C1(c2ccc(Cl)cc2)CC1 (stereo unspecified)
-0.5	CCCCN1CC(N2CCN(CCO)CC2)CS1(=O)=O (stereo unspecified)
0.0	C[C@H]1NS(=O)(=O)c2cc(Cl)ccc2O[C@@H]1c1ccccc1
-0.8	CC(=O)NC(c1ccccc1)c1nc(-c2cccc(CO)c2)cs1 (stereo unspecified)
0.2	CCCN(C)C[C@H]1Oc2ncc(Br)cc2C(=O)N([C@@H](C)CO)C[C@@H]1C
-0.3	COc1ccc(C(=O)N2CCC(C)(C(=O)O)C2)cc1OC (stereo unspecified)
1.6	CCCCNC(=O)c1cc(-c2ccccc2)sc1N
0.6	CC(=O)NC(c1ccc(F)c(F)c1)c1nc(-c2ccccc2)cs1 (stereo unspecified)
1.9	Cc1cc(N2CCN(C(C(=O)NC3CCCC3)c3ccco3)CC2)c2ccccc2n1 (stereo unspecified)
0.4	Cc1ccccc1NC(=O)CN1CCCC1
0.9	CCN(CC1CCCN(CCc2cccc(F)c2)C1)C(=O)c1ccoc1C (stereo unspecified)
0.7	O=C(NC1CCCCC1)C1c2ccccc2OCC(=O)N1CC(F)(F)F (stereo unspecified)
0.2	COc1ccccc1N1CCN(S(=O)(=O)CCNC(=O)COc2ccccc2)CC1
0.5	CCOc1ccc(C2CC=C(C(C)=O)CN2S(=O)(=O)c2ccc(C)cc2)cc1 (stereo unspecified)
0.0	COC(=O)[C@]12CCCCC=C1N(Cc1ccc3c(c1)OCO3)C(=O)[C@H](CC(=O)NCCc1ccccc1OC)C2
-1.4	CCc1nc2c(OCc3ccccc3C)cccn2c1N(C)C(=O)C1CC1
0.7	Cc1c(C(=O)NCc2ccc3c(c2)OCCO3)sc(=O)n1Cc1ccc(S(=O)(=O)N(C)C)cc1
1.2	COc1ccc(NC(=O)C2Cc3c(-c4ccc(Cl)cc4)ccnc3O2)cc1 (stereo unspecified)
0.4	Cc1noc(C)c1NC(=O)N(C)C[C@@H]1Oc2ncc(Br)cc2C(=O)N([C@@H](C)CO)C[C@H]1C
-0.2	O=C1[C@H]2[C@@H](c3ccccc3)N[C@]3(CCCN(Cc4ccc(C(F)(F)F)cc4)C3=O)[C@H]2C(=O)N1Cc1ccccc1
-1.4	COc1ccc2nc(N3C(=O)C(O)=C(C(=O)c4ccco4)C3c3ccc(OC)c(OC)c3)sc2c1 (stereo unspecified)
0.3	COc1cc(C2c3cc4c(cc3C3OC(=O)C2C3CO)OCO4)cc(OC)c1OC (stereo unspecified)
-2.9	CCOC(=O)[C@]12CCC=C1N(Cc1ccccc1)C(=O)[C@H](CC(=O)N1CCSCC1)C2
0.5	Cc1cc2c(cc1C)-n1nnnc1C(N1CCN(C(=O)OCc3ccccc3)CC1)C(=O)N2 (stereo unspecified)
-1.0	CCOc1ccc(Cl)cc1-c1cc(C(=O)NCc2ccccc2OC)[nH]n1
-0.4	CC(C)NC(=O)C1(C)CCN1C(=O)c1ccc(F)c(Cl)c1 (stereo unspecified)
-0.7	CCOc1ccc(OCC(=O)Nc2cc(Cl)ccc2-n2cncn2)cc1
-0.4	Cc1cccc(C(O)c2ncc(-c3ccccc3Cl)[nH]2)c1C (stereo unspecified)

Given comma-delimited: entries from further up
Compound,MPTP block
CCOc1ccc(OCC(=O)Nc2cc(Cl)ccc2-n2cncn2)cc1,-0.7
CCOc1ccc(Cl)cc1-c1cc(C(=O)NCc2ccccc2OC)[nH]n1,-1.0
CCOC(=O)[C@]12CCC=C1N(Cc1ccccc1)C(=O)[C@H](CC(=O)N1CCSCC1)C2,-2.9
Cc1cccc(C(O)c2ncc(-c3ccccc3Cl)[nH]2)c1C (stereo unspecified),-0.4

Screening data deposited in PubChem by Sanford-Burnham Center for Chemical Genomics.
